Source: PubChem BioAssay
SNCA expr inhib: SNCA gene expression inhibition | HEK-293 SNCA-luciferase knock-in, luminescence, 24 h | Potency, µM (titrated, usually from 57.2 µM), for inactives: at the highest dose activity change, negative = inhibition, actives largely listed as inhibitors | actives 0.17% (n = 140,000) | AID 1671194;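 note: potency is the fitted concentration of half-maximal effect; plate controls were DMSO cells for no effect and cell-free wells for full effect; nearly all actives have a fitted effect of over 45% in size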
IP6K1 inhibitor: inhibitors of human IP6K1; Q92551; IP6K1 kinase, ADP-Glo luminescence, 2 h; active compounds read low; activity change, % (series mostly up to about 58 µM); actives 0.81% (n = 140,000); AID 1645851; in the data active = activity change below about -25%
Target sequence (Q92551 whole entry, looked up): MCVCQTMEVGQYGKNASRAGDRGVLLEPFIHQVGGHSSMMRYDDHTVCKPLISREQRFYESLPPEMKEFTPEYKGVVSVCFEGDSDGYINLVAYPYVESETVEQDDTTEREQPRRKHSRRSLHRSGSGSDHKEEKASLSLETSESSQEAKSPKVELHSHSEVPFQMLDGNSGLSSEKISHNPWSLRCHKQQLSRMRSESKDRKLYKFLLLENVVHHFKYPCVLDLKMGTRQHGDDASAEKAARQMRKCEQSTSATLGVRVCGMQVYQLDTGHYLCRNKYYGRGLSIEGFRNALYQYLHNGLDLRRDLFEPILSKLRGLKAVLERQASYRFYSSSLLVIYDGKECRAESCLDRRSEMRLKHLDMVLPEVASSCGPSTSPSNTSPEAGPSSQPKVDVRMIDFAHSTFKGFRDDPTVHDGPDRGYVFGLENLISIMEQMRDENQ
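ADP-Glo luminescence measures ADP made by human IP6K1 during a 2 h RT reaction with ATP/IP6 (mix at 1.3 mM/130 uM); top library doses 57.5 and 19.1 uM final.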
GPT2 inhibitor: GPT2 alanine aminotransferase inhibition | Recombinant GPT2, coupled pyruvate oxidase/HRP Amplex Red fluorescence | Q8TD30 | Potency, µM (series often up to 57.7 µM), for inactives: at the top dose activity change, negative = inhibition, most hits filed as inhibitors | actives 0.25% (n = 100,000); note: potency is the fitted concentration of half-maximal effect; nearly all actives have a fitted effect of over 60% in size; many of its hits are not listed in these tables
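Inhibition is scored from Amplex Red fluorescence generated when pyruvate oxidase and HRP act on pyruvate released by GPT2. Reactions contain 10ng/uL enzyme, 250uM a-KG and 2mM L-alanine and run 30 min at room temperature.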
Luciferase inh: Photinus pyralis luciferase inhibition; P08659; purified P. pyralis luciferase, luminescence, biochemical; actives 2.5% (n = 76,000); Potency, µM (highest dose often 115 µM), for inactives: at the top dose activity change, negative = inhibition, most hits filed as inhibitors; note: potency is the fitted concentration of half-maximal effect; nearly all actives have a fitted effect of over 65% in size
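Cell-free enzyme assay, 10nM P. pyralis luciferase, luciferin and ATP each at 10uM. Inhibition profiled over a 6-point titration, read as luminescence.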
HEK293 tox: kills HEK 293 cells | HEK 293 viability, ATP luminescence (CellTiter-Glo), 48-72 h | Potency, µM (highest dose often 115 µM), for the others: at the top dose activity change, negative = cytotoxicity, usual class: inhibitors | actives 6.6% (n = 94,000) | AID 1345083; note: potency is the fitted concentration of half-maximal effect; nearly all actives have a fitted effect of over 60% in size
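250 HEK 293 cells/well; compound by pintool; incubated 48 or 72 hr at 37 degree Celsius; CellTiter-Glo added, 10 min RT, luminescence imaged.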
SNCA viab count: counter-screen for SNCA expression inhibitors: cell viability | HEK-293-SNCA-luc viability, GF-AFC fluorescence, 24 h | Potency, µM (doses to about 57.1 µM), for the others: top-dose activity change, negative = cytotoxicity, actives largely listed as cytotoxic | actives 0.12% (n = 150,000);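 note: potency is the fitted concentration of half-maximal effect; 0% = DMSO-treated cells and -100% = medium-only wells without cells; nearly all actives have a fitted effect of over 30% in size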
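HEK-293-SNCA-luc cells (1500/well) plated 24 h, then exposed 24 h to a dilution series; GF-AFC added 30 min at 37C, fluorescence 405/540 nm; normalised to medium-only and DMSO wells, Hill fit.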
NIH3T3 tox: kills NIH 3T3 cells; NIH 3T3 viability, CellTiter-Glo ATP luminescence, 48-72 h; Potency, µM (top dose mostly 96.7 µM), for inactives: top-dose activity change, negative = cytotoxicity, hits mostly inhibitors; actives 4.3% (n = 94,000); AID 1345082; note: potency is the fitted concentration of half-maximal effect; nearly all actives have a fitted effect of over 55% in size
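Viability of NIH 3T3 cells after 48 or 72 hr compound treatment at 37 °C was assessed by CellTiter-Glo, with luminescence imaged following a 10 min room-temperature step.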
The depositor's hits bear a star; i = inactive; u = inconclusive; x = not tested or not shown; & = joins results of further samples; [ ] = dose if it differs, or a comment. Unless noted, calls come from the whole dose curve; as a rule, active = well fitted curve in the direction sought with a large enough effect; inconclusive = small, poorly fitted or top-dose-only effect, or another doubt; inactive = no such curve, though single readings can be large; an effect the other way counts as inactive or inconclusive. Unless noted, % is set by controls: 0 for no effect and ±100 for the full control effect.

SMILES | SNCA expr inhib | IP6K1 inhibitor | GPT2 inhibitor | Luciferase inh | HEK293 tox | SNCA viab count | NIH3T3 tox
CC1=C(C(=O)Nc2ccc(C)cc2)C(c2ccc(Cl)cc2)n2nnnc2N1 (stereo unspecified) | u | 40 | x | x | x | -10% | x
Cc1ccc(S(=O)(=O)NCCc2cn3ccsc3n2)cc1 | 20% | 7 | x | x | x | 0% | x
Cc1cc(C(=O)N2CCCCCC2c2nnc(-c3ccccc3)o2)n(C)n1 (stereo unspecified) | 9% | -11 | i | 0% | u | 7% | -22%
Cc1ccc(C2Cn3nnc(C(=O)N4CCC(C(=O)NCCCc5ccccc5)CC4)c3CO2)cc1 (stereo unspecified) | 80%[activator] | 5 | i | u | 2% | 4% | i
COc1ccc(C(=O)N2CCN(C(=O)N3CC4CC(C3)[C@H]3CCCC(=O)N3C4)CC2)cc1 (stereo partly specified) | 19% | 4 | i | 13% | 3% | u | -11%
Cc1ccc(C(=O)N2CCCN(C(=O)C3CC3)c3ccccc32)cc1F | -20% | 0 | 3% | -2% | u | -15% | u
O=C(NCc1ccnc2[nH]ccc12)c1ccc(C(F)(F)F)cc1 | 17%&17%[87.6 µM] | -6&-9 | -6%[88.5 µM] | -18%&-20%[172 µM] | u | 2%&19%[87.6 µM] | u
Cc1ccccc1CNc1nc(N(C)C)nc2c1cnn2C | u | -12 | x | x | x | -12% | x
Cc1cccc(C)c1NC(=O)CN1C(=O)NC2(CCCCC2)C1=O | 3% | 7 | i | 10% | 15% | 1% | i
Cc1ccc(Cl)cc1NC(=O)CN1C(=O)NC2(CCCCC2)C1=O | 5% | 13 | -23% | 1% | 5% | 3% | u
CC1(O)CC(O)C2C(C(=O)O)=COC(OC3OC(CO)C(O)C(O)C3OC(=O)/C=C/c3ccc(O)cc3)C21 (stereo unspecified) | x | 1 | -3%[27.3 µM] | x | x | -7%[23.9 µM] | x
Cc1ccc(-c2nc(CCNC(=O)C(=O)Nc3ccc(F)cc3F)cs2)cc1 | 34%[activator] | -11 | x | x | x | 12% | x
CCN(CC)c1ccc(C2C(C(N)=O)=C(C)Nc3ncnn32)cc1 (stereo unspecified) | 15% | -2 | x | x | x | -3% | x
Cc1ccc(CNC(=O)c2ccc(OC3CCN(S(C)(=O)=O)CC3)c(Cl)c2)s1 | -11% | 9 | u | -24% | u | -17% | u
O=C(Nc1sc2c(c1C(=O)NCc1ccco1)CCCC2)c1cc(=O)c2ccccc2o1 | 246%[activator] | -7 | x | x | x | 4% | x
COc1ccc(C2=NOC3(CCN(Cc4cncs4)C3)C2)cc1 (stereo unspecified) | 23%[87.6 µM] | 6 | 1%[88.5 µM] | -15%[172 µM] | i | 3%[87.6 µM] | -3%[138 µM]
Cc1cccnc1CN1CCN(C(=O)C2CC3(CCNCC3)CN2C)CC1 (stereo unspecified) | 2% | -1 | 2% | -4% | 0% | 4% | -22%
CCN(C(=O)Cn1ccn2nc(-c3ccc(F)cc3)c(CO)c2c1=O)c1ccccc1 | u | 14 | u | 6% | 2% | -9% | -15%
CC(=O)Nc1cc(C(=O)NCc2ccccc2Cl)ccc1Sc1ccc(F)cc1 | -21% | -2 | x | x | x | -1% | x
Cc1ccc(Nc2ccnc(N3CCC(C(=O)Nc4ccccc4Cl)CC3)n2)cc1 | 2% | 8 | 0% | x | u | -7%[12.5 µM] | 40µM*
CC1CN(C(=O)Nc2ccc(C(=O)NCCc3ccc(Cl)cc3)cc2)c2ccccc2S1 (stereo unspecified) | -11% | 13 | x | x | x | -3% | x
Cc1nn(C)cc1CN(C)C(=O)c1cc2cn(C(C)C)cc2s1 | -8% | -2 | i | -2% | -8% | -3% | -8%
O=C1CC(c2ccccc2)N(Cc2ccc(C(F)(F)F)cc2)CCCCCN1 (stereo unspecified) | -5% | 4 | 0% | -2% | u | -3% | u
CCc1ccc(S(=O)(=O)c2nnn(-c3cccc(C)c3)c2N)cc1 | u | -3 | x | x | x | -1% | x
COCCN1CC2(CCC1=O)CCN(CC(O)C(F)(F)F)CC2 (stereo unspecified) | 0% | 5 | 4% | -3% | -2% | 9% | -5%
O=C(NCc1ccccc1)c1noc(-c2ccc(F)cc2)n1 | 18% | -10 | 2% | -28% | u | -14% | u
N#Cc1cccc(CN2CCCCCNC(=O)[C@@H]3CCC[C@@H]32)c1 | 7% | -1 | -16% | -13% | -21% | 5% | -24%
COc1cccc(-c2ccnc3nc(CC(C)C)nn23)c1 | 9% | -3 | -24% | -10% | -6% | 1% | -30%
COc1ccc(NC(=O)CC2C(=O)N(c3cccc(OC)c3)C(=O)N2CCc2cccs2)cc1 (stereo unspecified) | -2% | -15 | x | x | x | -16% | x
CC(C)c1nccn1C1CN(C(=O)COc2ccccc2)C1 | 18% | 17 | i | x | -26% | 1% | u
CC(C)C[C@@H](NC(=O)[C@@]1(O)C[C@@H](O)[C@H](O)[C@@H](NS(=O)(=O)c2cccc(C(F)(F)F)c2)C1)C(N)=O | 16% | 19 | 2% | -5% | -11% | 2% | -24%
CCc1ccc(NC(=O)CC(NCc2cccnc2)C(=O)O)cc1 (stereo unspecified) | 5% | 3 | x | x | x | 1% | x
C[C@@H]1O[C@@H](O[C@H]2[C@H](O)[C@@H](O)[C@H](OC[C@H]3O[C@@H](OC(=O)[C@]45CCC(C)(C)C[C@H]4C4=CCC6[C@@]7(C)C[C@H](O)[C@H](O[C@@H]8O[C@H](CO)[C@@H](O)[C@H](O)[C@H]8O)[C@@](C)(C(=O)O)C7CC[C@@]6(C)[C@]4(C)CC5)[C@H](O[C@@H]4O[C@H](CO)[C@@H](O)[C@H](O)[C@H]4O)[C@@H](O)[C@@H]3O)O[C@@H]2CO)[C@H](O)[C@H](O)[C@H]1O (stereo partly specified) | x | 3 | 0%[11.5 µM] | x | x | -1%[12.5 µM] | x
CCN(Cc1ccccc1)c1ncncc1-c1nc(-c2ccccc2)no1 | 23% | -12 | -5% | -20% | 79µM* | 5% | u
Cc1ccc(NC(=O)c2ccc(=O)n(Cc3ccccc3C)c2)c(C)c1 | 2% | -4 | x | x | x | -4% | x

Of the compounds above, these have a Cl atom:
SMILES | SNCA expr inhib | IP6K1 inhibitor | GPT2 inhibitor | Luciferase inh | HEK293 tox | SNCA viab count | NIH3T3 tox
CC1=C(C(=O)Nc2ccc(C)cc2)C(c2ccc(Cl)cc2)n2nnnc2N1 (stereo unspecified) | u | 40 | x | x | x | -10% | x
Cc1ccc(Cl)cc1NC(=O)CN1C(=O)NC2(CCCCC2)C1=O | 5% | 13 | -23% | 1% | 5% | 3% | u
Cc1ccc(CNC(=O)c2ccc(OC3CCN(S(C)(=O)=O)CC3)c(Cl)c2)s1 | -11% | 9 | u | -24% | u | -17% | u
CC(=O)Nc1cc(C(=O)NCc2ccccc2Cl)ccc1Sc1ccc(F)cc1 | -21% | -2 | x | x | x | -1% | x
Cc1ccc(Nc2ccnc(N3CCC(C(=O)Nc4ccccc4Cl)CC3)n2)cc1 | 2% | 8 | 0% | x | u | -7%[12.5 µM] | 40µM*
CC1CN(C(=O)Nc2ccc(C(=O)NCCc3ccc(Cl)cc3)cc2)c2ccccc2S1 (stereo unspecified) | -11% | 13 | x | x | x | -3% | x

The list is partial. The share of hits here may be higher or lower than overall.
